# Bioassay records (PubChem)
# SR-BI DiI inh: inhibitors of mouse SR-BI mediated HDL lipid uptake; Q61009; ldlA[mSR-BI] CHO cells, DiI-HDL uptake fluorescence, 3 h; inhibition, % at 12.5 µM; 320,000 compounds, 0.96% hits; AID 488896;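 active = mean replicate inhibition of at least 70% and a set share of replicates each scoring 70 or more; inconclusive = meets just one of the two criteria; inactive = fails both criteria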;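 also: 0% = median of neutral control wells and 100% = median of positive control wells; values of inactives mirror those of a sister screen read the other way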
# HTR5A inv ag: inverse agonist of human HTR5A in OPRM1-OPRD1 counter-screen | P47898 | AID 504634 | inhibition, % at 9.3 µM | HTR5A cell line, luminescence, inverse agonism | 340,000 compounds, 0.083% hits; in the data active = inhibition mostly above about 23%, no sharp cut-off; inactive = mostly below about 18%;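 also: 0% = cells with DMSO and 100% = no-cell wells with DMSO; some compounds called inactive have numbers as strong as hits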
# Target sequence (P47898 whole entry, looked up): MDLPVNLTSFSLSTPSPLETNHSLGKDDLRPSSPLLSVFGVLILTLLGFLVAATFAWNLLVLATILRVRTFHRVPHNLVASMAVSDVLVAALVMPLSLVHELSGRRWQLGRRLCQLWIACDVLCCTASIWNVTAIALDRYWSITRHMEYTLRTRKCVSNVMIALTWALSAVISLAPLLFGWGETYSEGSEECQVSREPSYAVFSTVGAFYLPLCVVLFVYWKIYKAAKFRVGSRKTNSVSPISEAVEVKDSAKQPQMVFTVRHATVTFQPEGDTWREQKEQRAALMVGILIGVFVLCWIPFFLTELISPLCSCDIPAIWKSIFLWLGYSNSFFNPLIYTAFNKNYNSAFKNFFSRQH
# HTR5A ag: activates human HTR5A in OPRM1-OPRD1 agonist counter-screen; HTR5A agonist assay, luminescence, cell-based; P47898; activation, % at 9.3 µM; 340,000 compounds, 0.61% hits; in the data active = activation mostly above about 9.5%, no sharp cut-off; inactive = mostly below about 7.6%;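 also: 0% = cells with vehicle only and 100% = reference agonist; strong numbers were not always called active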
# CDK5 inh: inhibitors of human CDK5/p35 kinase | Q00535+Q15078 | Recombinant CDK5/p35, ADP-Glo luminescence, 60 min | inhibition, % at 10 µM | 330,000 compounds, 0.01% hits | AID 488839;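 active = highest replicate inhibition of at least 50% and at least 75% of replicates reaching 50%; inconclusive = only one of the two criteria met; inactive = both criteria failed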;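 also: plate controls were DMSO neutral control for no effect and GW8510 at 10 µM for full effect; many of its hits are not listed in these tables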
# MITF TRPM1 HTS: increases MITF-driven TRPM1 promoter luciferase signal; SK-MEL-5 TRPM1-promoter luciferase, 24 h; % of positive control, neutral wells = 0; activation, % at 12.5 µM; 300,000 compounds, 0.75% hits; AID 588334;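 active = mean activation of at least 80% with every replicate also reaching 80%; inconclusive = mean reaches 80% but some replicate falls short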;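 also: 0% = neutral control wells and 100% = parthenolide positive control wells; values of inactives mirror those of a sister screen read the other way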
# PvdQ acylase: P. aeruginosa PvdQ acylase inhibition; purified PvdQ acylase, fluorescence plate reader; inhibition, % at 10 µM; 340,000 compounds, 0.063% hits; in the data active = inhibition above about 30%, passing the limit was not always enough; inconclusive = no clear call, values can overlap the other calls;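 also: 0% = vehicle neutral wells and 100% = reference inhibitor wells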
# dFosB act: activators of mouse delta FosB homodimer | activation, % at 25 µM | AID 493131 | 340,000 compounds, 0.99% hits | purified delta FosB, TAMRA-CDK5 oligo fluorescence polarization; percent of positive-control signal above neutral wells;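 active = mean activation above about 17%, with every replicate also reaching it, limit read from the data, passing the limit was not always enough; inconclusive = only one of the two conditions met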;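 also: fluorescence polarization rise as delta FosB binds a TAMRA Cdk5 AP-1 oligo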
# Target sequence (P13346 whole entry, looked up): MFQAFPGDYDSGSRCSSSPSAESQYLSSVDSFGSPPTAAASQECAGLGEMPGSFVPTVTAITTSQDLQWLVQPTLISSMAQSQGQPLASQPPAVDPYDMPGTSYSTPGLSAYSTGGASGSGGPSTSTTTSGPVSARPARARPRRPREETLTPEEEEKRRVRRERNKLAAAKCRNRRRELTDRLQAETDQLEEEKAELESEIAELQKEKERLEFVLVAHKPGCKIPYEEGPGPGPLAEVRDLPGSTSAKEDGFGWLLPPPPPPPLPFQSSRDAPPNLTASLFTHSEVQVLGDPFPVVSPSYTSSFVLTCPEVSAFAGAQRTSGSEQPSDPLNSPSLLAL
# NSD2 HMT inh: inhibitors of human histone methyltransferase NSD2. O96028. NSD2 peptide methylation, AlphaScreen, 120 min. inhibition, % at 12.5 µM. 310,000 compounds, 0.54% hits. AID 743445; in the data active = inhibition above about 50%
# V-ATPase pH: yeast V-ATPase proton transport regulation by pHLuorin | S. cerevisiae, pHLuorin cytosolic pH fluorescence | response, % at 10 µM | AID 504577 | 350,000 compounds, 0.37% hits; in the data active = response mostly above about 7.3%, no sharp cut-off; inactive = mostly below about 5.4%; also: actives read high; inactives centre near 0; some compounds called inactive have numbers as strong as hits; reference of the scale not given here
# Wnt act: activators of Wnt/beta-catenin signaling. Wnt/beta-catenin reporter cell assay, activator, plate reader. activation, % at 9.35 µM. 300,000 compounds, 1.2% hits. AID 743398; in the data active = activation above about 30%, passing the limit was not always enough; inconclusive = no clear call, values can overlap the other calls;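 also: 0% = neutral control wells and 100% = positive control wells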
# * marks the source's active call; other numbers are inactive results; ? = inconclusive; / = not tested or not shown.
SMILES,SR-BI DiI inh,HTR5A inv ag,HTR5A ag,CDK5 inh,MITF TRPM1 HTS,PvdQ acylase,dFosB act,NSD2 HMT inh,V-ATPase pH,Wnt act
O=[N+]([O-])c1cc(C(F)(F)F)ccc1Sc1ccccn1,2,-8,3,-6.6,-2,-24,-6,-3,-1,-5
O=C1Nc2ccccc2C12OCCCO2,-10,5,8,-0.6,-11,-8,7,1,-6,/
Cc1cccc(/C(N)=N/OC(=O)c2ccc3c(c2)OCO3)c1,-19,-3,1,23,41,-6,-12,-4,-1,/
Cc1nc(Cl)sc1C(=O)Nc1cccc(C(F)(F)F)c1,23,-5,1,0.1,/,-14,-5,-4,-1,1
CC1CC(C)CN(S(=O)(=O)c2ccc3c(c2)CCN3C(=O)CCC(=O)O)C1 (stereo not drawn),16,13,-3,/,-6,4,-6,9,-6,/
CCOC(=O)C(Cc1ccccc1)NC(=O)CCc1nnc2ccc(N3CCOCC3)nn12 (stereo not drawn),14,-10,3,-0.2,-2,1,1,-3,-2,-1
Cc1ccc(S(=O)(=O)NCc2ccccc2)cc1C(=O)NCCc1ccc(S(N)(=O)=O)cc1,22,22,-9,-7.6,3,-9,-1,-3,-1,-3
O=c1cc(CN2CCN(S(=O)(=O)c3ccccc3[N+](=O)[O-])CC2)nc2sccn12,-34,-18,4,-3.7,-4,-15,-4,-2,2,0
Cc1ccc(C2=NCCn3nc4cc(C(F)(F)F)ccc4c32)cc1,30,2,-1,0.6,-10,12,-1,/,1,5
CC(=O)c1c(C)[nH]c(C(=O)Nc2nccs2)c1C,33,-6,-2,-0.1,69,-6,-11,/,0,26
COC(=O)c1cnc(Oc2c(Cl)cc(N)cc2Cl)cc1C(F)(F)F,16,-6,-2,0.2,/,-7,-10,0,-4,3
CC(=O)C1=C(C)NC(SCC(=O)c2ccc(F)cc2)=C(C#N)C1c1ccco1 (stereo not drawn),56,1,0,-1.6,-5,-13,-9,-1,5,/
O=c1cc(Nc2ccc3c(c2)OCCO3)[nH]c(=O)n1C1CCCCC1,-10,3,7,-0.4,-4,0,-11,0,-4,-10
COc1ccc(C(=O)CSc2n[nH]c(N)n2)cc1,34,-11,1,-0.1,5,-1,0,1,2,1
Oc1c(Br)cc(Br)cc1/C=N/c1nc2c(s1)CCCC2,-15,9,3,1.0,2,-3,4,/,0,/
Cc1ccc(N2C(=O)C(CN(C)C)C2c2ccccc2)cc1 (stereo not drawn),-5,0,0,-0.1,-12,-11,1,-1,-3,/
CCCCNc1nc2cccnc2s1,-21,4,5,-1.8,38,-7,-3,0,0,20
CSc1ncc(C(=O)Nc2ccc(Cl)cc2)c(C)n1,22,-1,0,1.9,8,-16,-10,-3,5,2
CCCCC(=O)Nc1nnc(/C=C/c2ccc(OC)cc2)s1,-4,/,/,-0.8,1,-1,-8,-2,5,/
Cc1cc(S(=O)(=O)n2ccnc2)c(Cl)cc1Cl,4,0,0,0.8,3,-2,-2,-2,3,-1
CCCC(C)NC(=S)Nc1cc(C)cc(C)c1 (stereo not drawn),-16,-2,1,0.2,4,2,-6,-2,-4,4
COC(=O)c1ccccc1NC(=O)N1c2ccccc2Sc2ccccc21,20,12,0,1.5,6,-2,-8,15,-3,/
CC1CCc2c(sc3nc(SCC(=O)NCc4ccco4)nc(N)c23)C1 (stereo not drawn),4,19,8,-0.2,36,-7,-15,0,1,/
CN(C)CCCNc1oc(/C=C/c2ccccc2)nc1C#N,16,9,6,0.8,-19,-19,-4,1,2,-3
COc1cc(OC)cc(-c2c(C#Cc3ccsc3)c3cc(-c4ccc(CN5CCOCC5)cc4)ccc3n2C)c1,2,24,1,-0.2,5,6,7,/,6,-9
O=C(COc1ccc2c(c1)C(=O)CC1(CCCCC1)O2)NCc1ccccc1,-1,-5,3,-0.3,/,0,-2,0,1,-10
CCSc1nnc2n(-c3ccc(OC)cc3)c(=O)c3c4c(sc3n12)CCCC4,/,-6,2,0.3,15,-6,-8,-3,4,/
CCCCN(CCCC)Cc1ccc(N)cc1,-38,-1,0,-1.6,11,-14,4,10,2,/
O=C(CCNC(=O)C1CCN(S(=O)(=O)c2ccccc2)CC1)NCc1ccccc1Cl,4,-4,-3,-0.3,-5,-16,0,4,0,0
O=C(O)CC/C(=N\Nc1ccc(S(=O)(=O)N2CCOCC2)cc1[N+](=O)[O-])c1cccs1,/,17,-6,0.4,0,15,-4,16,-2,-2
CCN(CC)S(=O)(=O)c1ccc(Cl)c(NC(=S)NC(=O)C2CCCC2)c1,71*,-21,-4,-0.5,-15,4,-6,3,-7,-12
CCCCc1cc(=O)oc2cc(OCC(=O)N3C[C@H]4C[C@@H](C3)c3cccc(=O)n3C4)ccc12,2,16,3,-1.6,-14,6,-14,/,-1,-1
Cc1ccn2c(NC3CCCCC3)c(C)nc2c1,-10,-12,4,1.4,/,-16,-6,2,2,/
COc1ccc(-c2cccc3c2C2CC3CCN2C(=O)OCc2ccccc2)cc1 (stereo not drawn),-9,-15,4,0.9,3,-9,-11,/,1,-1
COc1ccc(S(=O)(=O)Nc2nnc(C(C)C)s2)cc1,15,6,1,0.2,1,-5,-11,1,-4,2
CCCCOc1ccc(C(=O)NCCCC(=O)N2CCCCC2)cc1,-22,-7,2,2.0,-7,6,4,1,4,-3
O=C(CSc1nnc(COc2ccc(Cl)cc2)o1)NC1CCCCC1,-10,0,0,-4.8,4,-17,-2,-1,1,-2
O=C(/C(=N/N=C/c1ccc(O)c(O)c1O)c1ccccc1)c1ccccc1,40,-2,0,3.1,-11,-7,-12,41,-1,-3
O=C1CCCc2ccccc2N1Cc1ccccc1,-7,-15,-1,0.6,1,-10,-8,1,0,1
CCCOC(=O)/C(=C\C=C\c1ccccc1)NC(=O)c1ccccc1,48,6,-2,-1.9,2,8,-6,0,-3,-1
CCN(CC)C(=O)c1cncc(C(=O)N(CC)CC)c1-c1ccccc1,-28,-9,-3,-0.9,0,-7,-10,-2,-1,/
O=C(NC1CCCc2ccccc21)C1CCN(S(=O)(=O)c2ccccc2F)CC1 (stereo not drawn),-8,0,0,-1.1,5,-4,-8,-1,1,-2
CCn1cc(/C=N\NC(=O)c2ccc(Cl)cc2)cn1,-1,-12,3,1.4,-10,-14,-2,0,-5,-6
O=C(CSc1ccc(Cl)cc1)N1CCC(c2nc3ccccc3s2)CC1,-17,-2,1,-2.0,-8,-3,-14,-1,0,/
COc1ccc(NC(=O)CCc2ccccc2)cc1S(=O)(=O)N1CCOCC1,-11,13,-2,-0.4,-4,-13,-3,-3,3,0
O=C1NCCc2c1[nH]c1ccccc21,-14,-9,3,0.5,-12,-13,1,3,3,-2
Cc1ccc(CN2CC(C(=O)NNC(=O)c3ccc(F)cc3)CC2=O)cc1 (stereo not drawn),-4,-10,4,0.3,0,-7,-1,-1,3,-4
CSc1nc2ccc(NC(=O)c3cc4ccccc4o3)cc2s1,4,10,-4,0.9,54,3,3,-3,1,58*
O=C(CCC(=O)c1ccc(Cl)s1)Nc1ncccc1O,9,4,-2,-1.0,8,-8,-1,7,2,1
COc1ccc(-c2[nH]ncc2CN2CCC(O)(c3ccc(Cl)cc3)CC2)cc1,-21,-16,0,0.2,/,-14,-9,2,-2,-9

# Later entries
SMILES,SR-BI DiI inh,HTR5A inv ag,HTR5A ag,CDK5 inh,MITF TRPM1 HTS,PvdQ acylase,dFosB act,NSD2 HMT inh,V-ATPase pH,Wnt act
C(/CCc1ccccc1)=N\n1cnnc1,-58,4,-2,-2.2,-1,-7,-3,0,2,/
O=C(NCCCSc1ccccc1)c1cc(Cl)ccc1O,16,-1,0,-0.7,0,14,-9,-4,3,-2
NNC(=O)c1ccc(COc2ccc3ccccc3c2)cc1,/,9,9,1.3,30,-14,12,/,-3,33*
Cc1cc(SCc2ccccc2C)nc(=O)[nH]1,-23,-7,2,0.7,-2,3,0,-2,2,12
Nc1cc(=O)[nH]c2ncnn12,-12,-3,1,3.0,1,0,-8,-3,-7,-4
Cc1c(C#N)c2ncn(CCCN(C)C)c(=O)c2n1-c1ccccc1,-8,-6,2,1.4,-5,3,0,0,-1,0
Cc1onc(-c2c(F)cccc2Cl)c1C(=O)Nc1cccc2nsnc12,39,2,-1,1.2,-5,-10,-4,-9,0,/
CCn1cc([N+](=O)[O-])c(C(=O)Nc2c(C)nn(Cc3c(F)c(F)c(F)c(F)c3F)c2C)n1,-9,-13,4,0.5,-11,-5,-4,0,-1,-1
CC(C)(C)C(=O)NCCc1nc2ccccc2n1CC(=O)c1ccccc1,-2,-3,-1,-0.8,/,-3,-7,/,-1,1
Cc1onc(-c2ccccc2)c1C(=O)NC1CC1,-4,-14,7,2.1,-1,15,-1,-2,-2,4
CCN1CCN(C(=O)CSc2nc3c(c(=O)n(C)c(=O)n3C)n2C)CC1,/,5,-2,-2.6,15,-15,2,2,5,-1
Cc1ccc(CCNC(=O)CNS(=O)(=O)c2ccc3nc(C)sc3c2)cc1,2,-8,2,-4.0,-3,-4,-2,-3,6,2
C=CCNC(=S)NNC(=O)C(CC(C)C)CC(C)O (stereo not drawn),-10,-5,2,1.8,-6,?,-7,0,-2,1
CNc1ccccc1C(C)(C)c1cc(-c2ccco2)n[nH]1,-19,11,-5,-0.5,-5,-6,-4,9,-2,-2
CCOC(=O)CN(C(=O)CNC(=O)c1ccco1)C(C(=O)NC1CCCCC1)c1cccc(OC)c1 (stereo not drawn),13,-16,5,-0.1,11,-13,0,-2,-2,/
COc1ccc(NC(=O)CSc2nc3ccsc3c(=O)n2CCCCCC(=O)O)cc1,-3,-29,8,0.4,-9,2,1,-3,-3,4
CC(C)Oc1ccccc1/C=N/NC(=O)C1CCCC1,10,-14,0,0.2,-3,-10,-3,0,1,-2
COc1cccc(CN2C(=O)CCC2(C)C(=O)NC2CCCCC2)c1 (stereo not drawn),-28,-25,8,1.1,/,10,0,/,7,-2
CC[C@]12c3[nH]c4ccc(Cl)cc4c3CCN1C(=O)[C@@H](CC(=O)NCCCOC)C[C@@H]2C(=O)N1CCN(C(=O)c2ccco2)CC1,-12,2,-1,-0.4,9,-14,-7,/,3,-2
Cc1ccc2c(c1)N(CC(=O)NCCCN1CCCCC1C)C(=O)c1cccnc1O2 (stereo not drawn),-1,5,2,0.0,-3,-14,-15,0,-1,-1
CCOc1ccc(N2C(=O)CC(N3CCN(c4ccccc4F)CC3)C2=O)cc1 (stereo not drawn),-11,5,-3,0.9,1,-14,-3,-4,-3,4
Cn1cccc1C(=O)OCC(=O)NCCCc1ccccc1,2,11,0,-0.2,-1,-18,-4,-2,1,5
CC(=O)c1cccc(NC(=S)NC(=O)c2ccccc2)c1,-2,31,0,1.5,?,-11,-17,0,3,/
S=C(NCCc1ccccc1)NCC1CCCO1 (stereo not drawn),-28,-18,5,0.4,22,-7,1,-1,1,-2
CCN(CC)S(=O)(=O)c1cccc(-c2n[nH]c(=S)n2Cc2ccccc2)c1,-22,9,-5,0.5,6,-14,-7,-8,3,1
